CXCR6 block: CXCR6 receptor inhibitors, primary screen, cell-based, beta-arrestin, luminescence, CHO-K1 PathHunter, 1536-well; C-X-C chemokine receptor type 6 (Homo sapiens), O00574; inhibition, % at 20 µM; hit rate 0.36% among 360,000; AID 602244, 2012; in the data active = inhibition above about 34%, passing the limit was not always enough;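 also: antagonist mode with CXCL16 agonist at 10 nM final; 0% = 10 nM CXCL16 with DMSO and 100% = unstimulated wells without agonist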
Target sequence (O00574 whole entry, looked up): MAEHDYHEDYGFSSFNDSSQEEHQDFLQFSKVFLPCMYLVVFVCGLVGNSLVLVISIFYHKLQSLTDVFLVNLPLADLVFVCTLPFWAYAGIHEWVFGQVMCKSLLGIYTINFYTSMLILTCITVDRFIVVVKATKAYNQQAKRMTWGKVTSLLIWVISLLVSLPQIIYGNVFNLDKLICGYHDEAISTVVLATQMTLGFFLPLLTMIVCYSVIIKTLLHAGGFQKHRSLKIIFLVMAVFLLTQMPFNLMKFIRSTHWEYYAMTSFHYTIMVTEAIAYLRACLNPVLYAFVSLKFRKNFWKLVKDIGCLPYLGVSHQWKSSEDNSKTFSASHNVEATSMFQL
Jurkat NFkB inh: inhibitors of induced NF-kB luciferase reporter, primary screen, TCR NF-kB activation inhibitor project, cell-based, luminescence, uHTS. Jurkat, PMA/ionomycin-induced NF-kB luciferase reporter. inhibition, % at 4 µM. hit rate 0.53% among 330,000. AID 435003, 2010; in the data active = inhibition above about 50%
UBC13 inh: UBC13 polyubiquitin chain formation inhibitors, primary screen, biochemical, TR-FRET, uHTS; inhibition, % at 20 µM; AID 485273, 2010; Ubiquitin-conjugating enzyme E2 N (Homo sapiens), P61088; hit rate 0.47% among 330,000; in the data active = inhibition above about 45%, passing the limit was not always enough
CCR6 antagonist: CCR6 receptor antagonists, primary screen, cell-based, CHO-K1, luminescence, beta-arrestin, uHTS; C-C chemokine receptor type 6 (Homo sapiens), P51684; CHO-K1 CCR6 PathHunter beta-arrestin, CCL20-stimulated; inhibition, % at 20 µM; hit rate 0.49% among 340,000; AID 493098, 2011;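 active = compounds whose inhibition of the agonist-driven luminescence signal at 20 µM reaches about 50%, limit read from the data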;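 also: cells stimulated with CCL20 at 14 nM final; plate controls were DMSO with CCL20 for no effect and DMSO without agonist for full effect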
Target sequence (P51684 whole entry, looked up): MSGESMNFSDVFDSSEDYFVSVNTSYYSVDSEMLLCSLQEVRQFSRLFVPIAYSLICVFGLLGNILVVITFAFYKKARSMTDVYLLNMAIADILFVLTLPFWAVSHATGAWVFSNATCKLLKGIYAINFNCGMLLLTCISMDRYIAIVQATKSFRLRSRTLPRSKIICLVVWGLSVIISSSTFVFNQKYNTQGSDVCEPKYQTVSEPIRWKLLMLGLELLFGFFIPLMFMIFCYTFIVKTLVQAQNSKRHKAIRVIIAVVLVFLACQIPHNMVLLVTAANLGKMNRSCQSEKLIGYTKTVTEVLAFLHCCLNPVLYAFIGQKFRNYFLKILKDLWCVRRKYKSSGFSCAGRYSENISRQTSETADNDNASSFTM
EBI2 block: EBI2 receptor antagonists, beta-arrestin recruitment, primary screen, cell-based, luminescence, 7a,25-OHC stimulation, uHTS. G-protein coupled receptor 183 (Homo sapiens), P32249. 7a,25-OHC stimulated. inhibition, % at 5 µM. hit rate 0.81% among 360,000. AID 651636, 2012; in the data active = inhibition above about 38%;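 also: enzyme fragment complementation signal reports receptor beta-arrestin coupling in cells; 0% = agonist plus DMSO wells and 100% = wells without agonist; some results beyond the cut were filed as inactive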
Target sequence (P32249 whole entry, looked up, the tested form may be a part): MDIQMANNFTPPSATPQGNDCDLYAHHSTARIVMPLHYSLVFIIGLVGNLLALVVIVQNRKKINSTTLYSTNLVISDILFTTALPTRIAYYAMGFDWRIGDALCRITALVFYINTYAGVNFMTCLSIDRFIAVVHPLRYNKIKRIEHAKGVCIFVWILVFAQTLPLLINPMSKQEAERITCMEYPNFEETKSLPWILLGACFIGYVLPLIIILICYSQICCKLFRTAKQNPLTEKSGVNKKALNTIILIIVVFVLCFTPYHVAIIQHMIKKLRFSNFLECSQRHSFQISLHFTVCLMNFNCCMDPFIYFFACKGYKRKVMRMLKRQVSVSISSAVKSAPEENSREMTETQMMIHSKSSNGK
APJ antagonist: antagonists of human apelin receptor APJ, primary screen, CHO-K1 cells, beta-arrestin complementation, luminescence; P35414; AID 2521, 2010; inhibition, % at 20 µM; hit rate 0.32% among 330,000;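 active = inhibition above about 40% at 20 µM, limit read from the data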;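 also: cells challenged with 10 nM apelin-13 agonist together with compound; plate controls were apelin-13 plus DMSO wells for no effect and DMSO wells lacking apelin-13 for full effect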
Gli-Sufu block: Gli-Sufu pathway antagonists, primary screen, luciferase luminescence, Sufu-KO-LIGHT cells, uHTS; AID 588413, 2011; Sufu-KO-LIGHT fibroblasts, Gli luciferase reporter luminescence; hit rate 0.74% among 340,000; inhibition, % at 5 µM;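 active = inhibition above about 55%, limit read from the data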;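 also: 0% = DMSO-treated cells and 100% = wells with medium but no cells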
697 NFkB inh: inhibitors of PMA/ionomycin-induced NF-kB reporter, 697 cells, primary screen, B-cell NF-kB inhibitor project, cell-based, luminescence, uHTS | inhibition, % at 4 µM | 697 B-cell NF-kB luciferase reporter, 16 h | hit rate 0.33% among 330,000; in the data active = inhibition above about 35%
Starred values were filed as active, the others as inactive; . = not tested or not shown.

SMILES	CXCR6 block	Jurkat NFkB inh	UBC13 inh	CCR6 antagonist	EBI2 block	APJ antagonist	Gli-Sufu block	697 NFkB inh
COc1ccc(-c2cc(C(=O)N3CCN(c4ncccn4)CC3)c3ccccc3n2)cc1OC	2	-12	-5	-4	-26	-16	11	0
Cc1cc(C)nc(SCC(=O)Nc2ccc(S(=O)(=O)Nc3onc(C)c3C)cc2)n1	4	10	-2	0	0	21	-1	-5
c1ccc2nc(-c3nccs3)ccc2c1	-1	-28	10	10	-1	12	-45	-38
O=C(CCC(=O)N1CCOc2ccccc21)NC1CCN(Cc2ccccc2)CC1	5	3	8	8	-7	13	8	-9
Cc1cccc(CN2C(=O)CSc3ccc(C(=O)NC4CC4)cc32)c1	2	-6	0	-1	-2	8	-7	4
COc1cc(C(=O)OCc2csc(CC(=O)Nc3ccccc3C)n2)ccc1OCC(C)C	-4	4	1	13	19	-1	-4	6
OC1(c2ccc(Cl)cc2)CN(c2ccccc2)C2=[N+]1CCS2 (stereo unspecified)	-2	-12	-1	17	21	10	8	9
CCOC(=O)CC1C(=O)NCCN1c1nc2ccc(C)cn2c(=O)c1/C=C1\SC(=S)N(CC(C)C)C1=O (stereo unspecified)	9	-16	-170	14	19	-2	-1	9
CC(C)=CC(=O)OCc1cc([N+](=O)[O-])cc2c1OCOC2	1	-53	-4	7	3	11	-15	-42
COc1ccc(C(=O)N(C)CC(=O)Nc2cccc(F)c2)cc1S(=O)(=O)NC1CCCC1	-5	2	-6	3	-3	-24	-7	-1
COc1cc2c(cc1OC)/C(=C/C(=O)c1ccc(F)cc1)NCC2	-7	1	1	-13	4	-1	2	26
COc1ccc(C(=O)Nc2cccc(C(=O)NCc3ccccc3)c2)cc1	-5	-3	17	7	7	-5	11	0
Cc1ccc(C2(c3noc(CN4CCC(c5ccncc5)CC4)n3)CCCC2)cc1	-6	11	4	8	0	0	.	-44
Cc1cccc(OCCn2c(=S)[nH]c3ccccc32)c1	3	-6	2	15	24	-1	-5	-17
Cc1ccc(-c2nn(-c3ccccc3)cc2/C=C/C(=O)Nc2cccc(S(N)(=O)=O)c2)cc1	-1	5	1	5	41*	-23	4	4
COc1ccc(CCNC(=O)Cn2cnc3c(cnn3C(C)(C)C)c2=O)cc1OC	3	2	6	-10	-13	10	-49	14
COc1cc2nc(NCCCN3CCN(C)CC3)n3nc(-c4ccccc4)nc3c2cc1OC	5	-22	66*	9	23	10	-2	18
CN(C)c1ccc(/C=C(\NC(=O)c2ccccc2)C(=O)NCCN2CCOCC2)cc1	3	-3	3	4	7	2	-12	11
Cc1ccc(N2CCN(C(=O)N3CCCC3)CC2)cc1C	-2	1	-4	5	6	16	-8	1
CC(C)CNC(=O)C(=O)NCc1ccccc1	2	4	5	15	-8	-7	3	5
C=CCn1c(CCCNC(=O)C(C)(C)C)nc2ccccc21	7	7	1	6	-4	11	-1	12
O=C(CN1C(=O)NC2(CCc3ccccc32)C1=O)Nc1cccc(Cl)c1 (stereo unspecified)	-8	11	22	4	9	-6	2	0
CC(Oc1ccc2ccccc2c1)C(=O)NNC(=O)Nc1ccccc1 (stereo unspecified)	-9	13	4	13	-6	19	-36	-1
O=C(CCN1C(=O)C2C3CCC(C3)C2C1=O)OCC(=O)c1ccc(Cl)cc1 (stereo unspecified)	-1	-9	-6	9	-3	17	3	9
CCC1CCCCN1C(=O)CSc1nc2ncccc2[nH]1 (stereo unspecified)	4	4	-6	6	6	-9	7	-9
CS(=O)(=O)N1CCN(c2ccc(NC(=O)c3ccccc3)cc2)CC1	-6	-58	-4	-2	0	4	-74	-55
CCOC(=O)c1ccc(N2N=C(C)/C(=C/C=C/c3ccco3)C2=O)cc1	14	-3	-73	-13	11	23	0	-2
NS(=O)(=O)c1ccc(NC(=S)Nc2ccc(Br)c(Cl)c2)cc1	-12	9	8	0	4	10	-7	11
COc1cc(S(=O)(=O)N2CCOCC2)ccc1NC(=O)c1cc2c(s1)CCC2	8	7	-4	18	0	16	-9	20
Cn1nnc(NC(=O)c2ccco2)n1	1	2	1	10	-8	-6	6	-3
COc1ccc(C2c3[nH]c4ccccc4c3C[C@H]3C(=O)N(c4ccccc4C(=O)N4CCC[C@H]4C(=O)O)C(=O)N23)cc1 (stereo partly specified)	6	10	-12	-16	-1	-20	-3	8
COc1ccc(NC(=S)Nc2cccc(C)n2)cc1	3	-37	-4	-1	4	3	-3	-76
O=C(CCSc1ccccn1)Nc1ccc(Br)cc1	-2	-72	14	10	-21	11	-39	10
Cc1c(C)n(C(=O)CSc2nc3ccccc3[nH]2)c2ccccc12	-4	-4	-6	-12	-1	7	3	-7
COCCNc1nnc(SCC(=O)NC(=O)c2ccccc2OC)s1	11	-18	-8	-3	-5	23	9	-15
Cc1cccnc1NCc1ccc(O)c2ncccc12	7	3	-12	9	56*	6	10	-12
C=CCNC(=S)Nc1cccc(NC(=S)NCC=C)c1	-1	-2	-3	0	-10	-4	9	-12
Cc1ccc(Cn2ncc3c(NN)ncnc32)cc1	-13	-1	3	-18	-13	-15	7	16
C=CCSc1nnc(NC(=O)Cc2ccc(OC)c(OC)c2)s1	-2	-35	1	-1	-8	-24	6	-4
Cc1cc(C)nc(-n2nc(C)c3c(C(=O)O)cc(-c4cccc(Br)c4)nc32)n1	4	4	14	7	7	-6	-2	19
Cc1cc(=O)oc2c3c(cc(OCC(=O)NCc4ccccn4)c12)OC(C)(C)CC3	5	-5	14	-7	16	-41	8	18
CC(=O)c1ccc(NC(=O)Oc2ccccc2)cc1	-3	-7	-3	-11	-10	4	-10	-20
Cc1ccc(N=C2NC(=O)CC(C(=O)Nc3ccc4c(c3)OCO4)S2)cc1 (stereo unspecified)	4	-14	-3	4	-8	7	3	15
CCN(Cc1ccccc1)C(=O)c1ccc(CNS(=O)(=O)c2ccc(C)cc2)cc1	0	11	9	12	5	8	1	9
CCN(CC(=O)NC(C)C)C(=O)[C@H](C)NC(=O)c1ccc(Br)cc1	0	-7	-4	3	-5	12	1	11
Cc1cccc(-n2cc(-c3ccccc3)c3c(=O)[nH]cnc32)c1	18	5	10	11	-29	-7	3	10
COCCOc1cnn(-c2cc(Oc3ccc(C)cc3)ncn2)c(=O)c1Cl	-3	3	11	4	11	-4	5	17
O=S(=O)(Nc1nccs1)c1ccc2c(c1)OCCO2	-4	1	4	2	5	-17	-3	0
Cc1ccc2nc(C)c(Cl)c(=O)n2c1	7	-4	-5	3	2	2	3	2
Cc1ccc(C(=O)Nc2ccc(N3CCN(C)CC3)cc2)c(Cl)c1	7	-103	-12	1	4	-17	-40	-90
Nc1ccc2c(C(F)(F)F)cc(C(F)(F)F)nc2n1	3	-13	-2	-4	-5	-2	2	1
O=C(NCCc1csc(-c2ccccc2)n1)c1c(F)cccc1F	-6	-1	-3	0	-1	5	4	5
CC(=O)c1c(O)cc(O)c(C(C)=O)c1O	-1	3	-17	7	3	-17	6	-12
CCn1c2ccccc2c2cc(NC(=O)COC(=O)Cc3cn4ccsc4n3)ccc21	-4	.	.	5	-1	.	-1	.
Nc1nc(=O)c2ccccc2s1	-14	.	.	-8	-1	.	4	.
Cc1ccc2c(c1)CCCN2CC(=O)Nc1cc(S(=O)(=O)N2CCCC2)ccc1Cl	2	-9	-9	19	-7	5	-10	1
COc1ccc(C)cc1NC(=S)N1CCN(c2ccccn2)CC1	0	-9	11	-28	0	-17	6	-19
O=C(O)/C=C/c1ccc2c(c1)OCCO2	-2	4	-1	-6	-7	-2	4	9
COc1cc(C2/C(=C(\O)c3ccc4c(c3)CC(C)O4)C(=O)C(=O)N2CC2CCCO2)cc(OC)c1OC (stereo unspecified)	2	7	6	-1	-8	6	23	8
Cc1ccc2nc(=O)c(NNc3ccccc3)cnc2c1	5	-42	-20	9	-8	11	-47	-39

Going on with the list:
SMILES	CXCR6 block	Jurkat NFkB inh	UBC13 inh	CCR6 antagonist	EBI2 block	APJ antagonist	Gli-Sufu block	697 NFkB inh
C/C(=N\NC(=O)c1cccc(S(=O)(=O)Nc2cccc(Cl)c2)c1)c1cccs1	0	1	-3	-4	-9	-10	3	16
COc1ccc(C=C2SC(=S)NC2=O)c(OC)c1OC	19	.	.	23	-6	.	1	.
CCc1nn(CC(=O)N2CC(C)CC(C)C2)c(=O)c2cccn12 (stereo unspecified)	4	6	-6	1	0	15	25	5
COc1ccc(CCNC(=O)c2ccc([N+](=O)[O-])cc2Cl)cc1OC	3	2	-2	-3	-6	-24	32	27
COCCN(Cc1cc2cc3c(cc2nc1Cl)OCO3)C(=O)Nc1ccc(OC)cc1	-2	6	-5	-5	5	-5	55	-36
Cc1cccc(C)c1NC(=O)CNC(=O)CNC(=O)Cc1cccc2ccccc12	-5	3	3	6	1	3	0	8
Cc1ccc(C)c(NC(=O)CN(C)C(=O)c2ccccc2OCc2c(C)noc2C)c1	5	1	4	8	-13	-2	-1	14
O=C(c1cncc(Br)c1)N1CCN(S(=O)(=O)c2ccccc2C(F)(F)F)CC1	-2	-9	-2	8	-1	-6	-10	-6
Cc1ccc(S(=O)(=O)N2CCCCC2)cc1NC(=O)COC(=O)C1(C)CC1(Cl)Cl (stereo unspecified)	2	-13	-6	4	-12	-4	2	5
O=C(Cc1n[nH]c(=O)c2ccccc12)OCC(=O)c1ccccc1Cl	3	2	0	14	2	19	7	15
CNC(=O)c1ccccc1NC(=O)c1cccc(S(=O)(=O)N2CCCCC2)c1	-2	0	17	-4	-7	4	-4	-12
NC(=O)Cc1ccc(C(=O)c2ccc(Cl)cc2Cl)s1	4	-21	-4	-15	2	-5	-12	-11
CC1=CC(=O)N(c2cccc3c(N4C(=O)C=C(C)C4=O)cccc23)C1=O	11	.	.	23	-8	.	-4	.
O=C(NC1(C(F)(F)F)NC(=O)N(c2ccccc2)C1=O)c1cccs1 (stereo unspecified)	-11	-1	-17	2	2	-20	2	7
COC(=O)c1ccc(CSc2ccc3nnc(-c4ccc(OC)c(OC)c4)n3n2)o1	-2	-6	-2	5	5	-2	2	-7
COc1ccc(NC(=O)c2nc[nH]c2C(=O)N[C@@H](CC(C)C)C(=O)OC(C)(C)C)cc1	5	6	-18	-20	-43	-2	-12	-31
Cc1ccc(C)c(N=C2NC(=O)CS2)c1	-10	17	2	17	-2	11	4	13
COc1cccc(N/C(SCc2cccc([N+](=O)[O-])c2)=C(/C#N)C(=O)NCc2cccs2)c1	6	.	.	26	30	.	8	.
Cc1cc2cc(CN(Cc3ccco3)C(=S)NCC3CCCO3)c(=O)[nH]c2cc1C (stereo unspecified)	1	-4	9	9	1	13	3	7
COCCNC(=O)CN(C(=O)Cn1nnc2ccccc21)c1ccc(C)cc1	-1	5	6	-5	-7	-13	0	15
O=C(NC1CCS(=O)(=O)C1)/C(=C\c1ccco1)NC(=O)c1ccccc1 (stereo unspecified)	9	7	-6	-10	-17	-9	1	7
CCOCCCNC(=O)CNC(=S)N(Cc1ccccc1F)C1CCCCC1	8	2	-7	8	-8	-12	3	-14

Molecules listed so far with a nitro group on carbon, in the order listed:
SMILES	CXCR6 block	Jurkat NFkB inh	UBC13 inh	CCR6 antagonist	EBI2 block	APJ antagonist	Gli-Sufu block	697 NFkB inh
CC(C)=CC(=O)OCc1cc([N+](=O)[O-])cc2c1OCOC2	1	-53	-4	7	3	11	-15	-42
COc1ccc(CCNC(=O)c2ccc([N+](=O)[O-])cc2Cl)cc1OC	3	2	-2	-3	-6	-24	32	27
COc1cccc(N/C(SCc2cccc([N+](=O)[O-])c2)=C(/C#N)C(=O)NCc2cccs2)c1	6	.	.	26	30	.	8	.
